Bioassay records (PubChem BioAssay)
GAA spleen mod: inhibits or activates alpha-glucosidase in human spleen homogenate; human spleen homogenate, 4-MU-alpha-glucoside fluorescence; 240,000 tested, 0.006% active; AID 2112; P10253; Potency, µM (highest dose often 79.9 µM), for the others: at the top dose activity change, negative = inhibition, hits mostly inhibitors;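 note: 0% = enzyme with vehicle and -100% = no enzyme basal signal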
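Enzyme source: human spleen homogenate, 1 ug/well. Buffer 50 mM citric acid/K phosphate pH 5.0, 0.01% Tween-20. 4-MU-alpha-glucoside 1 mM; 37 C x 40 min; NaOH/glycine stop; fluorescence.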
ALDH1A1 block: blocks purified human ALDH1A1 activity | AID 1030 | 220,000 tested, 7.3% active | Purified ALDH1A1, NADH fluorescence, propionaldehyde substrate | Potency, µM (titrated, usually from 75.3 µM), for inactives: at the top dose activity, negative = inhibition, most hits filed as inhibitors | P00352; active = well fitted inhibition curve with a large enough effect, not every such curve was filed as active; inconclusive = small, poorly fitted or top-dose-only effect, or another doubt; inactive = no such curve, though single readings can be large or run the other way;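 note: plate controls were no enzyme wells and a reference inhibitor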
Target sequence (P00352 whole entry, looked up): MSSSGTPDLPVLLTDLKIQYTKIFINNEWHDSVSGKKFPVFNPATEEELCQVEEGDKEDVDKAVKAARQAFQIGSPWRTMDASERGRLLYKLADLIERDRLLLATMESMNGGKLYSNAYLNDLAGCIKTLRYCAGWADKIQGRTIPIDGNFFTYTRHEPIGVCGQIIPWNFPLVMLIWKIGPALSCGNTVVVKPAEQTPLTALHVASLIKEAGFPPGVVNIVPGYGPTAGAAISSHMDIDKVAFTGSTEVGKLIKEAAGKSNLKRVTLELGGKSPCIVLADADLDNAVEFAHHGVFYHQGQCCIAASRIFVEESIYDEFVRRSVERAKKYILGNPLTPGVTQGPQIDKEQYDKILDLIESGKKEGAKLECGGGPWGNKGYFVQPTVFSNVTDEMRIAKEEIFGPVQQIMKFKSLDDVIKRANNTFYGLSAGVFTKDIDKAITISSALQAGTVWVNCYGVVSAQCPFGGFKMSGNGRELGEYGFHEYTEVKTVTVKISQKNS
SMN2 splice up: enhancers of SMN2 splice variant expression | HEK293 SMN2-luciferase splicing reporter, luminescence, 30-36 h | Potency, µM (top dose mostly 46.1 µM), for inactives: at the highest dose activity change, positive = activation, hits mostly activators | 210,000 tested, 2.8% active; note: % of control where 0% means no effect; nearly all actives have a fitted effect of over 55% in size
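HEK293 cells carry an SMN2 minigene-luciferase reporter in which exon 7 inclusion puts luciferase in frame. Cells were seeded at 2000 cells/well, attached for 10-12 hours, then exposed to compounds for 30-36 hours at 37C before ONE-Glo luminescence.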
GLA spleen mod: alpha-galactosidase A (human) modulation; P06280; human spleen homogenate, 4MU-alpha-Gal fluorescence, 40 min; Potency, µM (titrated, usually from 80 µM), for inactives: top-dose activity change, negative = inhibition, actives largely listed as inhibitors; 240,000 tested, 0.008% active; AID 2107;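 note: 0% = enzyme with vehicle and -100% = no enzyme basal signal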
Target sequence (P06280 32-429 limits assumed): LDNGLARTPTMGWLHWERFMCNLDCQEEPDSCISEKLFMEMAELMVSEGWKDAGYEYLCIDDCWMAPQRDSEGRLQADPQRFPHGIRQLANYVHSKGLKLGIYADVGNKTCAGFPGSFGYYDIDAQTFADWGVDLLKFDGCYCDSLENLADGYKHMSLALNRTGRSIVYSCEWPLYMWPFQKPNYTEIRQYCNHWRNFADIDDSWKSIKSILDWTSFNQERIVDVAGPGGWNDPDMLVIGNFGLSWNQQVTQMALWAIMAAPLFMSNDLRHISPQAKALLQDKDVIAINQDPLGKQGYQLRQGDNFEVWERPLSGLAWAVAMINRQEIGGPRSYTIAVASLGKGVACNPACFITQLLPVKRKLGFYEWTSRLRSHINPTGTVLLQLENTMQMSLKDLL
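Human spleen homogenate (1 ug) was the enzyme source, with 4-methylumbelliferyl-alpha-D-galactopyranoside (1 mM final) in pH 5.0 citrate buffer with 0.01% Tween-20. Compounds were titrated; after 40 min at 37C, NaOH/glycine stop, 4-MU fluorescence read; AC50 from Hill fits.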
GAA inhib: inhibitors of human lysosomal alpha-glucosidase; Potency, µM (top dose mostly 76.9 µM), without a hit: at the top dose activity change, negative = inhibition, usual class: inhibitors; AID 1466; purified human GAA, 4-MU-alpha-glucoside fluorescence; 200,000 tested, 0.005% active; P10253;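 note: plate controls were uninhibited enzyme wells for no effect and no-enzyme background for full effect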
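Fluorescence at Ex 365/Em 440 nm from 4-methylumbelliferone reported enzyme activity after 20 min at room temperature. Reactions used 4 nM enzyme and 400 uM substrate at pH 5.0; curves fitted with the Hill equation.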
GAA glycogen mod: alters human alpha-glucosidase cleavage of glycogen | P10253 | recombinant GAA, glycogen substrate, Amplex Red glucose oxidase fluorescence | Potency, µM (series often up to 76.4 µM), for the others: at the top dose activity change, negative = inhibition, actives largely listed as inhibitors | 300,000 tested, 0.38% active;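 note: 0% = full enzyme reaction and -100% = no-enzyme basal signal; the screen sought inhibitors and activators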
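Natural-substrate format: glycogen cleavage by 4 nM human enzyme, glucose read by Amplex Red coupling (Ex 573, Em 610 nm). Normalized to enzyme and no-enzyme controls.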
GoLoco inh red: RGS12 GoLoco-Gai1 interaction inhibition | AID 880 | Potency, µM (titrated, usually from 61.6 µM), inactives show at the highest dose activity, negative = inhibition, usual class: inhibitors | Gai1:RGS12 GoLoco peptide FP, rhodamine, 10 min | 230,000 tested, 0.44% active | P63096; active = well fitted inhibition curve with a large enough effect, not every such curve was filed as active; inactive = no such curve, though single readings can be large or run the other way; note: % is set by controls: 0 for no effect and ±100 for the full control effect; nearly all actives have a fitted effect of over 30% in size; many of its hits are not listed in these tables
KDM4E inh: inhibitors of human JMJD2E histone demethylase; JMJD2E catalytic domain, FDH-coupled NADH fluorescence (FDH is formaldehyde dehydrogenase); AID 2147; 230,000 tested, 1.6% active; Potency, µM (highest dose often 57.1 µM), inactives show at the top dose activity change, negative = inhibition, usual class: inhibitors; B2RXH2; active = well fitted inhibition curve with a large enough effect, not every such curve was filed as active; inconclusive = small, poorly fitted or top-dose-only effect, or another doubt; inactive = no such curve, though single readings can be large or run the other way;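 note: 0% = wells with enzyme and -100% = buffer wells without enzyme; nearly all actives have a fitted effect of over 50% in size; many of its hits are not listed in these tables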
An asterisk follows results filed as active; ? = inconclusive; nt = no result given; [ ] = another dose, or the depositor's remark. Unless noted, calls come from the whole dose curve; as a rule, active = well fitted curve in the direction sought with a large enough effect; inconclusive = small, poorly fitted or top-dose-only effect, or another doubt; inactive = no such curve, though single readings can be large; an effect the other way counts as inactive or inconclusive. Potency is the fitted concentration of half-maximal effect.

Structure	GAA spleen mod	ALDH1A1 block	SMN2 splice up	GLA spleen mod	GAA inhib	GAA glycogen mod	GoLoco inh red	KDM4E inh
CCOc1ccccc1C1CC(c2ccccc2)Nc2nc(N)nn21 (stereo not given)	-4%	-5%	7%	-5%	-5%[15.4 µM]	-2%	1%	?
COc1ccc(F)cc1C(=O)C1CCCN(C(=O)c2ocnc2C)C1 (stereo not given)	8%	-9%	nt	-3%	6%	4%	7%	-15%
CCOc1ccc(C2NC(=O)C(C#N)=C(S)N2c2ccc(OC)cc2)cc1OC (stereo not given)	-4%	20µM*	-6%	3%	4%	?	-14%	?
COC(=O)C1C(=O)c2c([nH]c(C(=O)OC3CCCCC3)c2C)CC1C (stereo not given)	3%	-1%	13µM*	6%	1%	2%	3%	1%
COc1cc2c(cc1NC(=O)c1cc(-c3ccncc3)nc3ccc(C)cc13)oc1ccccc12	-1%	5%	-26%	2%	0%	0%	-80%	?
O=C(Nc1ccn(Cc2c(F)c(F)c(F)c(F)c2F)n1)c1cccc(Cn2cc([N+](=O)[O-])cn2)c1	-2%	10%	-20%	0%	-13%	13%	-1%	11%
CCCCOC(=O)Nc1ccccc1C(=O)N1CCCC1	-7%	?	-14%	-14%	-10%	-6%	-10%	-5%
COc1cc(NCCCC(C)N)c2ncccc2c1 (stereo not given)	-4%	22µM*	-31%[inhibitor]	3%	?	?	28µM*	?
COc1ccc(C)cc1NC(=O)C(OC(=O)CNC(=O)c1ccc(Br)cc1)c1ccccc1 (stereo not given)	-16%	?	19%	-8%	?	-7%	10%	-5%
CC1(C)CC(=O)c2cn3ncnc3nc2C1	-6%	-9%	-12%	-3%	?	1%	4%	6%
O=C1CCCc2c1cc(C(=O)Nc1ccc(Br)cn1)c(=O)n2-c1ccccc1	7%	?	?	1%	-5%	-2%	3%	?
Cc1ccc(C)c(-n2cc(CN3CCNC(=O)CC3)c(-c3ccccc3)n2)c1	-1%	2%	-1%	-2%	-5%	8%	8%	4%
COC(=O)c1[nH]c2c(c1C)C(=O)CC(c1ccc(C)cc1)C2 (stereo not given)	-8%	4%	-3%	-1%	1%	2%	4%	1%
O=C(CNC1CCCCC1)NN=C(c1ccccc1)c1ccccc1	-1%	-5%	-13%	-5%	0%	20%	14%	4%
O=C(O)COc1c(F)c(F)c(C(F)(F)F)c(F)c1F	3%	7%	?	-5%	-4%	-5%	0%	-1%
CCOc1ccc(C2CC(=O)n3nc(C45CC6CC(CC(C6)C4)C5)nc3S2)cc1OC (stereo not given)	-5%	?	7%	1%	-7%	0%	8%	-1%
O=C(O)CCCC(=O)Nc1ccc(OCc2nc3ccccc3s2)cc1	4%	1.8µM*	-11%	2%	13%	10%	-1%	?
COc1ccc(NC(=O)C2CCCN(S(=O)(=O)c3cccnc3)C2)cc1 (stereo not given)	-10%	0%	-13%	-3%	-11%	-5%	11%	7%
COC(=O)c1cc(OC)c(OC)cc1NC(=S)N1CCN(C)CC1	-7%	?	-17%	1%	6%	10%	5%	-3%
CC1CC(C)CN(Cc2nc(N)nc(Nc3ccc4ccccc4c3)n2)C1 (stereo not given)	-2%	1%	2%	1%	?	4%	6%	-5%
O=C(CSc1cccc[n+]1[O-])Nc1cccc(Oc2ccccc2)c1	4%	5%	-8%	-4%	-5%	3%	6%	-5%
COc1ccc(CCNS(=O)(=O)c2ccc(F)cc2)cc1OC	0%	-9%	-6%	-1%	0%	-2%	-15%	6%
CCOC(=O)CCCn1nc(C)n2c(cc3sccc32)c1=O	2%	7%	-6%	3%	-5%	2%	-7%	2%
Cc1ccc(S(=O)(=O)NC(Cc2ccccc2)C(=O)O)cc1 (stereo not given)	5%	17%	6%	-2%	-2%	-1%	8%	-3%
COc1ccccc1-n1c(Cc2cccs2)n[nH]c1=S	3%	-2%	8%	-7%	-3%	-8%	0%	0%

7 of these compounds, reformatted.
Each structure is followed by: GAA spleen mod	ALDH1A1 block	SMN2 splice up	GLA spleen mod	GAA inhib	GAA glycogen mod	GoLoco inh red	KDM4E inh
> COc1ccc(NC(=O)C2CCCN(S(=O)(=O)c3cccnc3)C2)cc1 (stereo not given)
    -10%	0%	-13%	-3%	-11%	-5%	11%	7%
> COC(=O)c1cc(OC)c(OC)cc1NC(=S)N1CCN(C)CC1
    -7%	?	-17%	1%	6%	10%	5%	-3%
> CC1CC(C)CN(Cc2nc(N)nc(Nc3ccc4ccccc4c3)n2)C1 (stereo not given)
    -2%	1%	2%	1%	?	4%	6%	-5%
> O=C(CSc1cccc[n+]1[O-])Nc1cccc(Oc2ccccc2)c1
    4%	5%	-8%	-4%	-5%	3%	6%	-5%
> COc1ccc(CCNS(=O)(=O)c2ccc(F)cc2)cc1OC
    0%	-9%	-6%	-1%	0%	-2%	-15%	6%
> CCOC(=O)CCCn1nc(C)n2c(cc3sccc32)c1=O
    2%	7%	-6%	3%	-5%	2%	-7%	2%
> Cc1ccc(S(=O)(=O)NC(Cc2ccccc2)C(=O)O)cc1 (stereo not given)
    5%	17%	6%	-2%	-2%	-1%	8%	-3%

Continuation.
Structure	GAA spleen mod	ALDH1A1 block	SMN2 splice up	GLA spleen mod	GAA inhib	GAA glycogen mod	GoLoco inh red	KDM4E inh
COC(=O)NNC(=O)Cc1cccc2ccccc12	-4%	4%	11%	-5%	0%	1%	-16%	-1%
Cc1ccc(Cl)cc1-c1ccc(/C=N/n2cnnc2)o1	-24%	2%	-6%	2%	-1%	4%	10%	?
CC(C)Cc1nc(NCCN2CCOCC2)c(C#N)c2c1COC(C)(C)C2	5%	-1%	nt	4%	?	0%	-2%	?
CCN(CC)C(=O)CSC1=C(C#N)C(c2ccco2)C(C(=O)OCCOC)=C(C)N1 (stereo not given)	-1%	?	10%	-9%	6%	7%	82%[activator]	-7%
O=C(CNc1cccc(C(F)(F)F)c1)N/N=C/c1ccccc1C(=O)O	-13%	6%	nt	6%	-3%	0%	4%	-8%
CC(NC(=S)NC1CCCCC1)C(c1ccccc1)N1CCOCC1 (stereo not given)	-4%	14%	-1%	-7%	-2%	9%	1%	5%
COC(=O)c1ccc(C2/C(=C(/O)c3ccc(OC)cc3)C(=O)C(=O)N2Cc2ccco2)cc1 (stereo not given)	-4%	18µM*	13%	-3%	-11%[15.4 µM]	6%	-19%	?
O=C(O)Cn1c2ccccc2c2ccccc21	-1%	-2%	nt	3%	-3%	5%	3%	?
Cc1ccc(C2(CC(=O)Nc3nccs3)CCOC(C(C)C)C2)cc1 (stereo not given)	-3%	-6%	-18%	9%	-12%	-4%	6%	4%
Nc1nc(SCc2ccc([N+](=O)[O-])cc2)nc2nc3c(cc12)CCCC3	5%	-9%	5%	-14%	3%	8%	24%	6%
O=C(Nc1cccc(C(F)(F)F)c1)c1ccccc1NC(=O)C1CCCCC1	-3%	-9%	-4%	4%	-1%	7%	10%	6%
CCCNC(=O)NC(=O)CSc1nc(C)cs1	-2%	1%	7%	2%	4%	1%	0%	2%
O=C1CSC(c2cccnc2)N1c1ccc(Cl)cc1 (stereo not given)	7%	1%	-5%	7%	2%	-17%	-8%	0%
CCCCC[C@H](CC(=O)NO)C(=O)N[C@H](C(=O)N1CCC[C@H]1CO)C(C)C	7%	-6%	-21%	19%	nt	nt	4%	-5%
COc1ccc2cc(/C=N/O)c(Cl)nc2c1	8%	4%	23%	-3%	-4%	-15%	1%	96%[activator]
O=C(O)c1ccc2cc(-c3ccc(O)c(C45CC6CC(CC(C6)C4)C5)c3)ccc2c1	1%	?	-80%[inhibitor]	-6%	nt	nt	1%	?
COc1ccccc1NS(=O)(=O)c1ccc(Cl)c(NC(=O)c2sc3cc(Cl)ccc3c2Cl)c1	-1%	4%	2%	3%	?	-20%	13%	10%
CCCn1c(SCC(=O)Nc2c(C)cccc2CC)nnc1C(C)C	2%	-5%	-3%	8%	-9%	5%	2%	5%
CCN(CC)c1ccc(NS(=O)(=O)c2ccc(OC)cc2)cc1	-1%	?	-51%[inhibitor]	-4%	-1%	?	52%[activator]	-20%
O=C(Nc1ccc(Cl)c(Cl)c1)Nc1nccs1	1%	nt	nt	-6%	nt	1%	-2%	-5%
O=[N+]([O-])c1cc(Cl)ccc1Oc1ccc(-c2nnco2)cc1	2%	4%	nt	7%	-3%	-8%	2%	18%
Cc1ccc(S(=O)(=O)N(C)C)cc1NC(=O)c1c(-c2c(F)cccc2Cl)noc1C	0%	7%	nt	2%	4%	-9%	-11%	-2%
CCOC(=O)N1CCC(N2CCCC(C(=O)c3cc(C)c(OC)c(C)c3)C2)CC1 (stereo not given)	1%	4%	nt	5%	13%	7%	12%	6%

Record cards (already shown). Values in the order: GAA spleen mod, ALDH1A1 block, SMN2 splice up, GLA spleen mod, GAA inhib, GAA glycogen mod, GoLoco inh red, KDM4E inh
`O=C(O)c1ccc2cc(-c3ccc(O)c(C45CC6CC(CC(C6)C4)C5)c3)ccc2c1` in the list: 1%, ?, -80%[inhibitor], -6%, nt, nt, 1%, ?
`O=C1CSC(c2cccnc2)N1c1ccc(Cl)cc1` (stereo not given) in the list: 7%, 1%, -5%, 7%, 2%, -17%, -8%, 0%
`O=C(CNc1cccc(C(F)(F)F)c1)N/N=C/c1ccccc1C(=O)O` in the list: -13%, 6%, nt, 6%, -3%, 0%, 4%, -8%

Only part of the results is shown; rates above refer to the full screens.
